TAAR1 ag = human TAAR1 agonism; Q96RJ0; CHO RD-HGA16 TAAR1, Fluo-8 calcium fluorescence; vehicle wells 0%, saturating PEA agonist 100%; activation, % at 3 µM; 0.99% of 360,000 active; AID 624467;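 active means activation above the mean activation of all test compounds in the run plus 3 SD, cut at about 38% in these data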
Target sequence (Q96RJ0 whole entry, looked up): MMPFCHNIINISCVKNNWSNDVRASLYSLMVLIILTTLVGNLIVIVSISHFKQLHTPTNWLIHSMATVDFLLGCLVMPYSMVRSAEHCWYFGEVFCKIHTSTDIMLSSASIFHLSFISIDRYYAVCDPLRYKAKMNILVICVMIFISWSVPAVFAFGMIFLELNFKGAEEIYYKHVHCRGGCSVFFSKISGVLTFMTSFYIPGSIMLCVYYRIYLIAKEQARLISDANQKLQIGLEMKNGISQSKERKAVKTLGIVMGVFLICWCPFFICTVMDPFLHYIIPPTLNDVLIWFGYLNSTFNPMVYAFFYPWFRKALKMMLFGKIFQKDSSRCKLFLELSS
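Signal – calcium-sensitive Fluo-8 signal, excitation 470-495, emission 515-575 nm · System – RD-HGA16 (CHO) cells co-expressing Gα16 and hTAAR1 · Incubation – 17-24 h seeding, 75 min 37 °C dye, 30 min RT · Compound dosing – 3 µM single concentration · Repeats – no replicates (n 1)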
OXTR potentiate = human OXTR potentiation | 0.061% of 320,000 active | activation, % at 3 µM | AID 2445 | CHO-OTR cells, Fluo-8 calcium fluorescence, potentiator mode; 0% = oxytocin EC15, 100% = EC100;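 active means activation above that plate's cutoff, the mean activation of tested compounds plus 3 SD, cut at about 6.6% in these data, passing the limit was not always enough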;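 further: 100% uses oxytocin at 75 nM as the full agonist control; some results filed as inactive read as strong as hits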
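Measured by – Fluo-8 calcium dye fluorescence · Test system – human OTR in CHO cells · Dosing – one concentration, 3.0 µM compound · Controls – EC15 oxytocin alone as 0%, 75 nM oxytocin as 100% · Evaluation – normalized max/min fluorescence ratio, % activation · Timing – 6 min pre-incubation, 100 s read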
M1 ag = activates human CHRM1 receptor. P11229. CHO-K1 hM1, Fluo-8 calcium fluorescence, agonist mode; 0% DMSO, 100% acetylcholine EC100. activation, % at 3 µM. 0.33% of 360,000 active;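 active means activation above the run's mean compound activation plus 3 SD, cut at about 16% in these data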;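 further: peak over basal fluorescence ratio within a 140 s kinetic read after compound addition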
Target sequence (P11229 whole entry, looked up): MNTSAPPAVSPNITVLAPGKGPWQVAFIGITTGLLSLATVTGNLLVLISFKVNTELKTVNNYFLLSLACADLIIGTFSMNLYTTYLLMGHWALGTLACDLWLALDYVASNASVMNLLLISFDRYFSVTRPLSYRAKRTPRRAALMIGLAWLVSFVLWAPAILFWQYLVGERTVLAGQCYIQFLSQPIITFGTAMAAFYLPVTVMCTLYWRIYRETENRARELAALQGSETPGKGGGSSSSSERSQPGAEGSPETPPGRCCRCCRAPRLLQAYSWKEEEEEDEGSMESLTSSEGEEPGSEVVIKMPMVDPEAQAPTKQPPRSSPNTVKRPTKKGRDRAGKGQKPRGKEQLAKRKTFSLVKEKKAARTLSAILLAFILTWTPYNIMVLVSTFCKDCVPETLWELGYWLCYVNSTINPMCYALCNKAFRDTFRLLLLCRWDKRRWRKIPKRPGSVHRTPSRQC
CHO parental Ca = counter-screen for OX1R antagonists: effect in parental CHO cells; parental CHO-K1, ATP-induced calcium, Fluo-8 fluorescence; inhibition, % at 5.6 µM; 0.63% of 330,000 active; AID 463079;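 active means inhibition above that plate's mean sample inhibition plus 3 SD, cut at about 26% in these data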;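 further: 0% = ATP-challenged DMSO wells and 100% = DMSO wells without ATP; some compounds past the cut are filed as inactive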
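Test system: parental CHO cells; detection: calcium-sensitive Fluo-8 fluorescence; evaluation: percent inhibition of calcium signal; also added: ATP as calcium-mobilizing challenge; repeats: one well per compound; control set: ATP-challenged DMSO wells low, unchallenged DMSO wells high; compound: single nominal dose of 5.6 µM per compound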
M1 antag = human CHRM1 antagonism; inhibition, % at 3 µM; 1.3% of 360,000 active; CHO-K1 hM1, Fluo-8 calcium fluorescence, ACh EC80 antagonist;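 active means percent inhibition above its own plate's cutoff, namely the mean of that plate's compound wells plus 3 SD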;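 further: peak over basal fluorescence ratio during 140 s after agonist addition; 0% = ACh EC80 plus DMSO and 100% = DMSO alone without agonist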
TAAR1 antagonist = human TAAR1 antagonism. Q96RJ0. CHO RD-HGA16 TAAR1, Fluo-8 calcium fluorescence, antagonist. inhibition, % at 3 µM. 1.5% of 360,000 active. AID 624466;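 active means inhibition above a per-plate cutoff, the mean inhibition of test compounds on that plate plus 3 SD, cut at about 49% in these data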;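 further: 0% = DMSO plus EC80 beta-PEA response and 100% = DMSO alone without agonist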
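Material: CHO RD-HGA16 cells bearing hTAAR1; compound dosing: one-point dosing, 3 µM nominal final; schedule: dye loading 75 min at 37 °C, then 30 min room temperature; measured by: calcium fluorescence with Fluo-8; control set: vehicle and agonist controls; replication: n of 1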
M1 ag parental = M1 agonist counterscreen hit in parental CHO-K1 cells. Fluo-8 calcium fluorescence; scaled to maximal ATP response, vehicle zero. activation, % at 3 µM. 0.48% of 360,000 active; in the data active means activation above about 15%;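 further: untransfected CHO-K1 host cells lacking M1 receptor as counterscreen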
CHO-K1 Ca PAM = nonselective activator or artifact in parental CHO-K1 calcium assay | 0.02% of 360,000 active | ATP EC20, Fluo-8 calcium fluorescence; 0% at ATP EC20, 100% at ATP max | AID 602247 | activation, % at 3 µM;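 active means activation above the run cutoff, the mean activation of all test compounds plus 3 SD, cut at about 40% in these data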;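 further: peak over basal fluorescence ratio in a 140 s read after ATP addition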
CHO-K1 Ca antag = counter-screen for M1 antagonists: effect in parental CHO-K1 cells | ATP-induced calcium, Fluo-8 fluorescence | inhibition, % at 3 µM | 0.6% of 360,000 active | AID 602250;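 active means inhibition above a per-plate cutoff, the plate's mean sample inhibition plus 3 SD, cut at about 24% in these data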;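 further: 0% = DMSO plus EC80 ATP and 100% = DMSO alone without ATP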
* = called active by the depositor; . = not tested or not shown.

SMILES | TAAR1 ag | OXTR potentiate | M1 ag | CHO parental Ca | M1 antag | TAAR1 antagonist | M1 ag parental | CHO-K1 Ca PAM | CHO-K1 Ca antag
COc1cccc(CN(C)C(=O)c2cccc(NC(=O)CC3SC(N4CCCCC4)=NC3=O)c2)c1OC (configuration not stated) | 1 | 2 | -4 | -32 | -2 | 24 | -0.2 | 8 | -9
N#CC1=C(N)Oc2n[nH]c(-c3cccs3)c2C1c1ccsc1 (configuration not stated) | 4 | -15 | -2 | -3 | -11 | -28 | 0.1 | 16 | -7
COc1ccc2[nH]c(C(=O)N3CCc4ccccc4C3)c(C)c2c1 | 9 | 1 | 2 | -23 | 1 | 4 | 2.4 | -14 | -10
O=c1c2[nH]c3ccccc3c2ncn1CCC1=CCCCC1 | 23 | -5 | -2 | -22 | -5 | -14 | 0.4 | 6 | -8
CCOC(=O)CNC(=O)N1CCCC(CNS(=O)(=O)c2cccs2)C1 (configuration not stated) | 2 | 1 | -3 | -11 | -3 | 3 | 0.6 | 16 | -12
Cc1ccc(Oc2ccc(OCC(=O)Nc3ccncc3)cc2)cc1 | 7 | -9 | 1 | 58* | 40* | 45 | 11 | 0 | 21
O=c1[nH]c(CSc2nnnn2-c2ccc(Cl)cc2)nc2ccccc12 | 2 | 2 | -6 | -12 | -7 | -5 | 2.2 | 21 | -10
CC(=O)Cc1nsc(NC(=O)c2ccc(-c3cccc(Cl)c3)o2)n1 | 10 | 1 | -2 | -9 | -11 | -10 | 1.1 | 12 | 1
COc1cc(CCCN2CCNC[C@H]2Cc2cccc3ccccc23)cc(OC)c1OC | 5 | -4 | -4 | -23 | 13 | 2 | -0.1 | -7 | 0
COC(=O)c1ccccc1NC(=O)CN(Cc1ccc(Cl)cc1)S(C)(=O)=O | 8 | -11 | -2 | -25 | 0 | 7 | 2.2 | 3 | -17
O=C(N/N=C/c1cccs1)c1c[nH]c2ccccc12 | 26 | -8 | -4 | -1 | -9 | 5 | 0.6 | 14 | -5
Brc1c(OCCOCCn2cncn2)ccc2ccccc12 | 13 | -8 | -5 | -5 | -1 | 8 | 1.1 | 17 | -3
Cc1ccc(SCC(=O)NC(=O)NCc2ccco2)c(C)c1 | -1 | -11 | -6 | -19 | 4 | -8 | 0.2 | 5 | -2
CC1CCC(NS(=O)(=O)c2ccc(Cl)s2)CC1 (configuration not stated) | 1 | . | -6 | . | 1 | -3 | 0.0 | -8 | -8
CCCC(C(=O)NC(C)(C)C)N(C(=O)c1snc(C(N)=O)c1N)c1ccc2c(c1)OCCO2 (configuration not stated) | 0 | -8 | -8 | -28 | -6 | 8 | -0.5 | 11 | -14
O=C(N/N=C/c1ccccc1)c1sccc1OCc1ccc(F)cc1 | 16 | -11 | 2 | -45 | -2 | 40 | 0.6 | 22 | 3
CN(c1ccc(Cl)cc1)S(=O)(=O)c1nnc(NC(=O)C(C)(C)C)s1 | 0 | . | -2 | . | -2 | -6 | 1.9 | -3 | -10
Cn1c(-c2cccc([N+](=O)[O-])c2)cnc1NCc1ccc(C#N)cc1 | 6 | -18 | -4 | 3 | 9 | 0 | 1.2 | 16 | -18
CCN(CC)CCSc1nc2ccc(OC)cc2[nH]1 | -3 | 0 | -7 | 17 | 0 | -6 | 0.2 | -12 | 5
CC(C)C(NS(=O)(=O)c1ccc2c(c1)Cc1cc(S(=O)(=O)NC(C(=O)O)C(C)C)ccc1-2)C(=O)O (configuration not stated) | 0 | 4 | -1 | -13 | -8 | -21 | -0.4 | 3 | 1
Fc1ccc(NC(=S)N2CCc3[nH]c4ccccc4c3C2)cc1 | 51* | -5 | 13 | -4 | -8 | 61* | 1.5 | 0 | 0
COc1cc(S(=O)(=O)NC2CCSc3ccccc32)ccc1NC(C)=O (configuration not stated) | 1 | -7 | 0 | -15 | -4 | 7 | 1.6 | -6 | 4
CCOC(=O)C1(Cc2cccc(OC)c2)CCCN(Cc2ccc(NC(C)=O)cc2)C1 (configuration not stated) | 4 | 0 | -13 | -12 | -13 | -7 | 0.2 | 19 | -12
CC(C)c1ccc(S(=O)(=O)N2CCN(C(=O)CN3C(=O)NC(C)(c4ccccc4)C3=O)CC2)cc1 (configuration not stated) | 1 | -3 | -2 | -15 | -6 | 3 | 0.8 | -6 | -10
CC1(C2CC2)NC(=O)N(CC(=O)Nc2ccc(SC(F)F)cc2)C1=O (configuration not stated) | 4 | -2 | 0 | -7 | -2 | 0 | 1.6 | 13 | -11
Cc1ccc(S(=O)(=O)N2CCCCC2)cc1NC(=O)CCNC(=O)c1ccc([N+](=O)[O-])cc1 | 5 | . | -2 | . | 9 | -4 | 0.1 | -13 | 9
COc1ccccc1N1CCN(S(=O)(=O)c2ccc(F)cc2)CC1 | 38* | -9 | 0 | -5 | -6 | 3 | 0.7 | 12 | -19
CC(=O)Nc1ccc(C(=O)NN2C(=O)NC3(CCCCC3)C2=O)cc1 | 1 | -14 | -2 | 4 | 3 | 2 | -0.1 | -23 | 5
Cc1ccc(OCC(=O)NNC(=O)Nc2ccc(Cl)cc2)c(Br)c1 | 1 | -11 | -3 | -6 | -13 | 1 | 0.7 | 18 | -14
Cc1ccc(C(=O)N2CC(=O)Nc3ccc(F)cc3C2c2ccc(F)cc2)cc1[N+](=O)[O-] (configuration not stated) | 9 | -11 | -7 | -15 | 5 | 29 | 2.1 | 1 | 7
Brc1ccc(CN2CCSCC2)cc1 | 8 | 1 | -4 | 2 | -20 | 9 | -0.5 | -6 | 2
CN(C)CCCNC(=S)Nc1ccc(Oc2ccccc2)cc1 | 10 | 2 | -15 | 0 | 4 | 4 | 0.9 | 8 | -7
COC(=O)c1nn(-c2cccc(Cl)c2)ccc1=O | 4 | 3 | -5 | 3 | -6 | -3 | 1.4 | 15 | -12
Cn1cnnc1-c1cccc(NS(=O)(=O)c2ccc(N3CCCC3=O)cc2)c1 | 2 | -2 | -3 | -7 | -5 | -23 | 0.2 | 10 | -9
COc1ccc(N2c3ccccc3CN(Cc3ccccc3)[C@@H](C)[C@H]2Cc2cccnc2)cc1 | -1 | . | -10 | . | 19 | -69 | 0.4 | -10 | 3
COc1cc(S(=O)(=O)N2CCCN(C)CC2)ccc1NC(C)=O | 3 | -6 | -3 | 2 | -8 | -9 | 0.4 | 15 | -20
O=C(CSc1nc2[nH]ncc2c(=O)[nH]1)NCc1ccccc1Cl | 0 | -2 | -10 | 9 | -10 | 4 | 1.4 | 31 | -11
Cc1noc(C)c1S(=O)(=O)N1CCC(C(=O)N(C)Cc2ccccc2)CC1 | 3 | -11 | -6 | -14 | -2 | -2 | 0.8 | 5 | -3
COc1ccc(OC)c(-c2cc(C(=O)NCc3cccs3)no2)c1 | 14 | -1 | -4 | -13 | -3 | -8 | -0.7 | -16 | 16
Cc1c(CC(=O)O)c(=O)oc2cc3occ(-c4ccccc4)c3cc12 | -1 | 1 | -2 | -9 | -18 | -1 | 1.5 | -16 | -6

Ten entries from above, with values under each structure.
Order of results: TAAR1 ag	OXTR potentiate	M1 ag	CHO parental Ca	M1 antag	TAAR1 antagonist	M1 ag parental	CHO-K1 Ca PAM	CHO-K1 Ca antag
> Cc1ccc(OCC(=O)NNC(=O)Nc2ccc(Cl)cc2)c(Br)c1
 : 1	-11	-3	-6	-13	1	0.7	18	-14
> Cc1ccc(C(=O)N2CC(=O)Nc3ccc(F)cc3C2c2ccc(F)cc2)cc1[N+](=O)[O-] (configuration not stated)
 : 9	-11	-7	-15	5	29	2.1	1	7
> Brc1ccc(CN2CCSCC2)cc1
 : 8	1	-4	2	-20	9	-0.5	-6	2
> CN(C)CCCNC(=S)Nc1ccc(Oc2ccccc2)cc1
 : 10	2	-15	0	4	4	0.9	8	-7
> COC(=O)c1nn(-c2cccc(Cl)c2)ccc1=O
 : 4	3	-5	3	-6	-3	1.4	15	-12
> Cn1cnnc1-c1cccc(NS(=O)(=O)c2ccc(N3CCCC3=O)cc2)c1
 : 2	-2	-3	-7	-5	-23	0.2	10	-9
> COc1ccc(N2c3ccccc3CN(Cc3ccccc3)[C@@H](C)[C@H]2Cc2cccnc2)cc1
 : -1	.	-10	.	19	-69	0.4	-10	3
> COc1cc(S(=O)(=O)N2CCCN(C)CC2)ccc1NC(C)=O
 : 3	-6	-3	2	-8	-9	0.4	15	-20
> O=C(CSc1nc2[nH]ncc2c(=O)[nH]1)NCc1ccccc1Cl
 : 0	-2	-10	9	-10	4	1.4	31	-11
> Cc1noc(C)c1S(=O)(=O)N1CCC(C(=O)N(C)Cc2ccccc2)CC1
 : 3	-11	-6	-14	-2	-2	0.8	5	-3

Additional results.
SMILES | TAAR1 ag | OXTR potentiate | M1 ag | CHO parental Ca | M1 antag | TAAR1 antagonist | M1 ag parental | CHO-K1 Ca PAM | CHO-K1 Ca antag
CCOC(=O)CCCSc1nc(-c2ccc3c(c2)OCO3)cc(C(F)(F)F)c1C#N | -2 | -8 | -6 | 6 | -8 | -5 | 0.4 | 11 | -4
Cc1cc(C(=O)NCc2ccc(S(N)(=O)=O)cc2)ccc1[N+](=O)[O-] | 2 | -3 | -5 | -5 | -1 | 2 | 0.5 | 17 | -6
CNC(=S)NNc1nc(N2CCOCC2)nc(N2CCOCC2)n1 | 2 | 1 | -5 | 12 | -11 | -23 | 0.5 | 14 | 3
CC(=O)c1ccc(S(=O)(=O)N2CCN(c3nc(-c4cccnc4)nc4ccccc34)CC2)cc1 | 9 | -4 | -6 | -27 | 76* | 38 | 4.5 | -3 | -8
Cc1ccc(NC(=O)COC(=O)CCOc2ccccc2C)cc1 | -2 | -9 | -6 | -2 | -9 | -13 | 4.8 | 32 | -18
O=C(CSc1nnc2c(n1)[nH]c1ccc(F)cc12)NC1CC1 | 4 | -4 | -4 | -12 | -6 | 4 | 0.8 | 6 | -10
O=C1/C(=C/c2cccs2)NC(=S)N1C1CC1 | 3 | 7 | -6 | -3 | 3 | -5 | 0.3 | 11 | -4
COc1cccc(C(N)=O)c1 | 1 | -3 | 12 | -9 | 2 | -10 | -0.3 | 10 | 0
